# Screening results (PubChem)
# Myeloid diff 2 = induction of myeloid progenitor differentiation, primary screen, cell-based, flow cytometry, MLPCN library. ER-HoxA9 myeloid progenitors, lysozyme-GFP differentiation. calls only at 10 µM. 360,000 compounds, 1% hits;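 active = normalized GFP-positive differentiation at or above the plate's own cutoff, the solvent-only control mean plus 3 SD; inconclusive = no clear call, values can overlap the other calls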;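 also: cells exposed to compound for four days before flow analysis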
# Ins promoter up = insulin promoter activators in MIN6 cells, imaging, high-content screening, mouse beta cells; z-score at 5 µM; AID 1625, 2009; 190,000 compounds, 0.3% hits; MIN6 insulin promoter-GFP reporter; hits give high values;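 active = z-score above 3 at 5 µM with at least 500 cells counted in the well; inconclusive = wells under 500 cells, flagged as cytotoxic or low count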
# MT stabilizer = microtubule stabilizers in HeLa cells, primary screen, imaging, high-content imaging; HeLa tubulin immunostaining HCS, 24 h; share of cells brighter than vehicle mean+2SD; % tubulin-high responders, % at 10 µM; 200,000 compounds, 0.83% hits; AID 2205, 2009;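 active = plate Z-score above 3 for both tubulin-high and condensed-nucleus cell shares, with cell loss under 80%, at 10 µM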;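 also: anti alpha tubulin signal scored within the nucleus-defined area of each cell; some results filed as inactive read as strong as hits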
# Dynein transport = inhibitors of GR-EGFP nuclear translocation, primary screen, dynein cargo transport inhibitor project, imaging, high-content, 3617.4 mouse cells. test concentration mostly 20 µM; stimulated with dexamethasone, 1 µM; hits give low values. z-score, hits read low. 220,000 compounds, 0.47% hits;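 active = plate z-score of nuclear minus cytoplasmic receptor signal below a set negative limit, without overly bright fluorescence or cell loss, cut at about -3.5 in these data, passing the limit was not always enough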;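 also: z-score of nuclear minus cytoplasmic ring GR-EGFP intensity difference per well; some compounds called inactive have numbers as strong as hits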
#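 Buffer or medium – tet-free medium with charcoal-stripped serum · Signal – automated 10x imaging of fixed Hoechst-stained cells · Also added – dexamethasone agonist, 1.0 µM final, for 30 min · Incubation – induction 48 h, compound 1 h, agonist 30 min · Read-out – GR-EGFP nuclear translocation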
# TNAP activation fold = human TNAP enzyme activators, primary screen, biochemical, luminescent, no phosphate acceptor, uHTS (AID 1001) | purified TNAP, luminescent activation assay, no phosphate acceptor; higher activation fold means a stronger effect | Alkaline phosphatase, tissue-nonspecific isozyme (Homo sapiens) | 200,000 compounds, 0.03% hits | activation fold at 20 µM, or EC50 in µM where a hit was titrated; in the data active = activation fold from about 3, or a potency from the dose series; inactive = the rest, 99 in 100 with activation fold below about 1.6; also: many of its hits are not listed in these tables
# Hep lipid drop = inhibitors of hepatocyte lipid droplet formation, primary screen, imaging, high-throughput imaging, BODIPY stain | inhibition, % at 6.5 µM | AID 1656, 2009 | 240,000 compounds, 0.4% hits | AML12 mouse hepatocytes, oleate lipid droplets;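 active = lipid droplet intensity inhibited by at least 50%, with more than 500 cells counted; inconclusive = wells with under 300 cells, treated as cytotoxic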
#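 Assay system: AML12 mouse liver cells | Compound dosing: One dose, 6.5 µM compound | Read-out basis: Droplet intensity reduction, % inhibition | Measured by: Fluorescence imaging, 20x objective, two fields per well | Schedule: Overnight treatment with compound plus oleate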
# b-catenin transl = modulators of beta-catenin nuclear translocation, primary screen, imaging, HeLa cells, immunofluorescence, high-content. nuclear translocation activity, % at 5 µM. 190,000 compounds, 0.3% hits;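 active = nuclear translocation activity above 50% at 5 µM, with a well cell count of 50 or more; inconclusive = wells under 50 cells across six images, flagged as toxic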;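 also: per-cell ratio of nuclear to cytoplasmic median beta-catenin stain intensity; plate controls were DMSO negative control for no effect and GSK-3 inhibitor IX positive control for full effect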
#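 Test system: human HeLa cell line; Doses: 5 µM primary, 0.02–20 µM confirmation; Incubation: 24 h compound exposure, 37°C; Detection: beta-catenin immunofluorescence imaging with DAPI; Read-out: beta-catenin nuclear/cytoplasmic ratio, % activation.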
# PMI inhibitors = inhibitors of human PMI, primary screen, biochemical, fluorescence intensity, coupled assay (AID 1209); purified PMI enzyme, coupled fluorescence intensity; higher % means a stronger effect; 190,000 compounds, 0.42% hits; one-dose inhibition, % at 20 µM; IC50 in µM for titrated hits; in the data active = inhibition above about 50%;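 also: plate controls were DMSO vehicle for no effect and wells lacking substrate for full effect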
# T cell HTS = modulators of CD8 T cell-vesicle binding, primary screen, mouse 2C CD8+ T cells, flow cytometry. 2C CD8+ T cell-vesicle binding; hits give low values. calls only at 7 µM. 330,000 compounds, 0.068% hits. AID 2052, 2009;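 active = response, share of CD8 T cells binding vesicles, and their 90th percentile fluorescence all below set limits, cut at about 80% in these data, passing the limit was not always enough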
#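 Test system: purified 2C TCR transgenic mouse naive CD8+ T cells. Probe or stimulus: QL9-peptide-loaded Drosophila micro-vesicles bearing Ld, ICAM-1 and B7-1. Incubation: binding step 1.5 h, 37 °C, antibody labelling 20 min, ice. Measured by: flow cytometry of vesicle-bound cells.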
# Dynein transport cytoplasmic EGFP = recorded beside Dynein transport, whose call it bears; z-score; measured here: cytoplasmic GR-EGFP intensity; hits give high values
# Dynein transport nuclear GR-EGFP = recorded beside Dynein transport, whose call it bears; z-score; measured here: nuclear GR-EGFP intensity;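 lower value marks the stronger effect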
# Dynein transport cell count = second read-out of Dynein transport, no call of its own (marks repeat the call); z-score; measured here: cell count per field
# Ins promoter up cell count = second read-out of Ins promoter up, no call of its own (marks repeat the call); cell count; measured here: cytotoxicity, nuclei count;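 total cells summed across four imaged fields per well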
# Hep lipid drop cells 6.5 µM = second read-out of Hep lipid drop, no call of its own (marks repeat the call); cell count; measured here: cell count, cytotoxicity flag;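 cells counted across two imaged fields per well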
# b-catenin transl cell count 5 µM = also measured in b-catenin transl; calls as there; cell count; measured here: cell count, cytotoxicity flag
# T cell HTS vesicle-bound % = second read-out of T cell HTS, no call of its own (marks repeat the call); double positive events, %; measured here: CD8+ vesicle-bound cell fraction;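 binding gate set so that unloaded-vesicle control wells show 10% double positive cells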
# MT stabilizer Hoechst-high % = recorded beside MT stabilizer, whose call it bears; % Hoechst-high responders; measured here: nuclear condensation Hoechst responders;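 share of cells brighter than vehicle mean plus two SD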
# MT stabilizer cytotoxicity % = recorded beside MT stabilizer, whose call it bears; toxicity, %; measured here: cytotoxicity by cell density;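 0% = mean cell density of plate MIN control wells and 100% = no cells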
# Myeloid diff 2 GFP+ MAC1+ % = second read-out of Myeloid diff 2, no call of its own (marks repeat the call); GFP+ MAC1+ double positive, %; measured here: differentiation confirmed by MAC1 staining
# Numbers without * were called inactive; i = inactive; u = inconclusive; x = no result given.
Compound	Myeloid diff 2 GFP+ MAC1+ %	Myeloid diff 2	MT stabilizer Hoechst-high %	TNAP activation fold	Dynein transport	Hep lipid drop	b-catenin transl	Dynein transport cytoplasmic EGFP	T cell HTS vesicle-bound %	Dynein transport cell count	T cell HTS	PMI inhibitors	MT stabilizer	Hep lipid drop cells 6.5 µM	b-catenin transl cell count 5 µM	Ins promoter up	Ins promoter up cell count	Dynein transport nuclear GR-EGFP	MT stabilizer cytotoxicity %
O=C(NC(=O)c1ccccc1)OCCN1C(=O)c2ccccc2C1=O	0.5	i	3.1	1	-0.57	-6	1.0	-0.13	32	0.4	i	-11%	4.2	682	1051	-0.1	1167	-0.27	5.6
CC1(C)COC(Cn2c3ccccc3c3ccccc32)O1 (stereo not drawn)	0.2	i	x	x	-1.3	-12	1.4	-0.29	32	0.59	i	x	x	718	1265	-0.14	1031	-0.06	x
C/C(=N\Nc1ncc(Cl)cc1Cl)c1ccccn1	1.1	i	0.7	1	-0.79	-145	-1.4	1.7	x	0.85	x	-14%	5.0	353	753	u	x	-0.2	33
COc1cccc(-c2nnn(CCC(=O)O)n2)c1	1.0	i	2.3	1.1	2.4	x	-0.2	-0.24	32	-1.9	i	-8%	5.9	x	1112	0.16	1277	1.7	19
COc1ccc(O)c(/C=N/NC(=O)c2c(C)nnn2-c2nonc2N)c1	0.1	i	2.0	2	-0.68	-4	0.1	-0.36	28	1.3	i	-9%	5.5	672	1102	0.76	1111	-0.36	3.6
Cc1cc(NC(=O)c2c(-c3c(F)cccc3Cl)noc2C)no1	0.7	i	x	x	0.74	3	0.5	-0.22	28	-0.31	i	x	x	810	1400	0.97	1018	0.26	x
O=C(Nc1ccccn1)c1csc2c1CCCC2	0.0	i	1.5	1	-0.33	4	0.8	2	44	0.53	i	1%	1.6	700	1582	-0.31	1361	0.19	7.7
C=CCn1c(SCC)nc2sc3c(c2c1=O)CCc1ccccc1-3	1.8	i	1.0	1.1	-1.1	x	1.0	-0.15	12	-0.84	i	8%	4.5	x	1348	-0.73	1507	-0.63	7.9
CC(C)CC(C(=O)NC(C)(C)C)N(Cc1cccs1)C(=O)c1snc(C(N)=O)c1N (stereo not drawn)	0.1	i	2.0	1	-0.86	-1	-4.4	-0.18	38	-0.048	i	-2%	2.6	689	1050	-0.24	1422	-0.58	8.0
COc1cc(C(=O)OCC(=O)N2CCCCC2C)ccc1OCc1c(C)noc1C (stereo not drawn)	0.5	i	3.1	0.9	0.14	0	1.1	-0.1	39	-0.68	i	-13%	2.4	671	1095	-0.32	1142	0.36	8.2
CN(C)/C=N/c1nc(-c2ccc3c(c2)OCO3)cs1	0.8	i	3.2	1.1	0.4	4	1.3	0.26	56	0.14	i	11%	0.1	675	928	x	x	1.1	7.8
O=C(CC(C(=O)N1CCc2ccccc21)n1ccnc1)N1CCc2ccccc2C1 (stereo not drawn)	6.0	i	4.7	1	-0.87	x	2.2	-0.042	x	0.67	x	7%	5.9	x	1351	-0.12	1215	-0.29	2.7
CCc1ccc(OCc2ccc(C(=O)NCc3ccccn3)o2)cc1	1.5	i	2.2	1.1	-1.3	-14	-1.6	-0.16	36	0.36	i	25%	5.8	644	1115	0.83	1885	-0.43	9.4
NS(=O)(=O)c1cc(C(=O)OCC(=O)c2ccc3c(c2)OCCO3)ccc1Cl	0.3	i	1.2	0.9	0.38	x	3.0	0.15	65	-0.095	i	4%	1.6	x	1403	0.55	1486	0.57	9.9
O=C(N/C(=C/c1ccc(Br)cc1)c1nc2ccccc2[nH]1)c1ccco1	6.0	i	1.9	1	-0.81	x	x	0.23	x	0.18	x	-18%	3.3	x	x	x	x	0.085	5.8
O=C(Nc1cc(C(F)(F)F)ccc1Cl)C(Sc1n[nH]c(=O)[nH]c1=O)c1ccccc1 (stereo not drawn)	0.2	i	x	x	-0.37	-40	-0.8	-0.014	49	-0.024	i	x	x	720	1286	-0.13	1030	-0.03	x
COc1ccccc1NC(=S)NCCc1ccc(S(N)(=O)=O)cc1	0.1	i	3.0	1	-0.46	5	1.6	-0.33	40	1.5	i	6%	3.4	721	1612	-0.21	1383	-0.3	3.9
CSc1cccc(NC(=O)CCNC(=O)c2ccco2)c1	0.0	i	2.9	1.1	-0.6	14	-2.0	-0.37	33	0.6	i	-1%	3.3	752	1181	-0.93	1240	-0.62	6.0
CC1CCc2c(nc3ncnn3c2N2CCN(c3ccccc3F)CC2)C1 (stereo not drawn)	1.4	i	x	1.1	x	x	-8.8	x	26	x	i	-6%	x	x	957	0.42	1280	x	x
CCN(CC)CCN1C(=O)C(=O)/C(=C(/O)c2ccc(C)cc2)C1c1cccnc1 (stereo not drawn)	0.8	i	x	x	-1	2	0.7	-0.73	31	0.15	i	x	x	695	1283	0.83	1113	-0.77	x
COc1ccc(OC)c(C2C(C(=O)c3cccs3)=C(O)C(=O)N2CCN(C)C)c1 (stereo not drawn)	0.4	i	2.5	1	-0.35	x	x	-0.3	52	1.9	i	-45%	3.6	x	x	x	x	-0.36	8.1
CCCCn1nc2cc(C(=O)NCc3ccccc3OC)ccc2c1OCC	0.7	i	0.5	1.1	1.1	12	2.0	-0.17	35	-0.41	i	4%	2.0	599	1089	-0.58	1842	1.3	7.4
COc1ccc(CNC(=O)C(c2ccncc2)N(C(=O)Cc2cccs2)c2cccnc2)cc1 (stereo not drawn)	0.0	i	x	x	-0.38	-13	0.0	-0.21	51	-0.4	i	x	x	655	1282	0.13	1125	0.42	x
Cc1ccccc1Nc1nc(-c2cccnc2)nc2ccccc12	1.8	i	2.5	1.1	0.27	16	-1.9	-0.31	41	0.36	i	17%	4.4	730	1071	-0.54	1183	0.49	7.2
Cc1nn(-c2ccccc2)c2c1C1(C(=O)N3c4c(cccc41)C(C)CC3(C)C)C(C#N)=C(N)O2 (stereo not drawn)	0.9	i	1.3	1	-2.4	4	1.2	0.39	56	0.48	i	26%	1.0	822	1070	0.58	848	-0.96	10
CC(C)COc1cccc(C(=O)Nc2ccc(S(=O)(=O)N3CCOCC3)cc2)c1	1.3	i	1.8	1	0.024	15	-0.3	-0.27	45	0.27	i	21%	3.1	781	996	-0.53	1234	0.12	3.4
CN(Cc1ccc(Cl)s1)C(=O)CCl	1.4	i	3.1	1.1	-5.7*	0	3.6	3.1*	51	-2.9*	i	-26%	3.4	702	1133	-0.02	769	-2.3*	7.7
COC(=O)c1ccc(Oc2nc3c(c(=O)n(C)c(=O)n3C)n2CCC(C)C)cc1	0.6	i	2.1	1	1	0	x	-0.25	1	0.68	i	14%	3.3	721	x	0.85	1170	0.63	5.3
O=C(CCN1C(=O)C2C3C=CC(C3)C2C1=O)Oc1ccc2ccccc2c1 (stereo not drawn)	0.2	i	2.4	1.1	0.074	9	-6.7	-0.26	63	-0.24	i	15%	2.8	680	1129	0.9	1679	0.1	0.0
CC(=O)Nc1ccc(NS(=O)(=O)c2ccc(C)cc2)cc1[N+](=O)[O-]	0.7	i	x	x	0.99	12	-1.6	-0.24	14	-0.36	i	x	x	716	1315	x	x	0.45	x
Cc1csc(NC(=O)C2CCN(C(=O)c3ccccc3C)CC2)n1	0.9	i	1.2	1.1	0.38	-5	0.5	-0.26	31	0.34	i	-6%	0.5	745	1064	-0.14	1278	-0.11	2.7
CC1=CCC2C(=O)N(c3ccc(C)cc3)C(=O)C2C1 (stereo not drawn)	13	i	1.4	1.2	2.5	14	x	0.0032	38	-1.2	i	15%	1.2	800	x	x	x	1.2	8.9

# Record cards (already shown).
# Results for `CC(=O)Nc1ccc(NS(=O)(=O)c2ccc(C)cc2)cc1[N+](=O)[O-]` = Myeloid diff 2 GFP+ MAC1+ % = 0.7; Myeloid diff 2 = i; MT stabilizer Hoechst-high % = x; TNAP activation fold = x; Dynein transport = 0.99; Hep lipid drop = 12; b-catenin transl = -1.6; Dynein transport cytoplasmic EGFP = -0.24; T cell HTS vesicle-bound % = 14; Dynein transport cell count = -0.36; T cell HTS = i; PMI inhibitors = x; MT stabilizer = x; Hep lipid drop cells 6.5 µM = 716; b-catenin transl cell count 5 µM = 1315; Ins promoter up = x; Ins promoter up cell count = x; Dynein transport nuclear GR-EGFP = 0.45; MT stabilizer cytotoxicity % = x
# Results for `Cc1csc(NC(=O)C2CCN(C(=O)c3ccccc3C)CC2)n1` = Myeloid diff 2 GFP+ MAC1+ % = 0.9; Myeloid diff 2 = i; MT stabilizer Hoechst-high % = 1.2; TNAP activation fold = 1.1; Dynein transport = 0.38; Hep lipid drop = -5; b-catenin transl = 0.5; Dynein transport cytoplasmic EGFP = -0.26; T cell HTS vesicle-bound % = 31; Dynein transport cell count = 0.34; T cell HTS = i; PMI inhibitors = -6%; MT stabilizer = 0.5; Hep lipid drop cells 6.5 µM = 745; b-catenin transl cell count 5 µM = 1064; Ins promoter up = -0.14; Ins promoter up cell count = 1278; Dynein transport nuclear GR-EGFP = -0.11; MT stabilizer cytotoxicity % = 2.7
